PrPC TRFRET = inhibitors of human cell surface prion protein PrPC, primary screen, cell-based, TR-FRET | Major prion protein (Homo sapiens), P04156 | TR-FRET read-out | inhibition, % at 13.8 µM | 370,000 compounds, 0.43% hits; in the data active = inhibition above about 24%; also: 0% = median of the test wells and 100% = reference compound wells
FBA Mtb inh = Mtb FBA enzyme inhibitors, primary screen, biochemical, fluorescence, strain H37Rv; Fructose-bisphosphate aldolase (Mycobacterium tuberculosis (strain ATCC 25618 / H37Rv)), …; purified M. tuberculosis FBA, fluorescence read-out; inhibition, % at 1 µM; 360,000 compounds, 2.3% hits; in the data active = inhibition above about 27%;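 also: 0% = vehicle and 100% = reference inhibitor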
Target sequence (P9WQA3 whole entry, looked up): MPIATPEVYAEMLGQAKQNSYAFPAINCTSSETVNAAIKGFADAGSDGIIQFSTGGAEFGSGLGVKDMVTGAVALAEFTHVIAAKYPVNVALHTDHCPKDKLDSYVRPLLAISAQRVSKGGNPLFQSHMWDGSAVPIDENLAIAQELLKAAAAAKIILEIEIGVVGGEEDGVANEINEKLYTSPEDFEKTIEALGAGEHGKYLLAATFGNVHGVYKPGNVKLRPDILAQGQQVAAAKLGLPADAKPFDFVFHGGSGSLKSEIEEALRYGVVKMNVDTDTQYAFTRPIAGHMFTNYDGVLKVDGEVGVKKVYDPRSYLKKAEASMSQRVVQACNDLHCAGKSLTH
UGM FP inh = M. tuberculosis UGM enzyme inhibitors, primary screen, biochemical, fluorescence polarization, single point | UDP-galactopyranose mutase (Mycobacterium tuberculosis (strain ATCC 25618 / H37Rv)), … | purified UGM, fluorescence polarization probe displacement | inhibition, % at 10 µM | 320,000 compounds, 0.06% hits | AID 504406, 2011; in the data active = inhibition above about 10%, passing the limit was not always enough; inconclusive = no clear call, values can overlap the other calls
Target sequence (P9WIQ1 whole entry, looked up): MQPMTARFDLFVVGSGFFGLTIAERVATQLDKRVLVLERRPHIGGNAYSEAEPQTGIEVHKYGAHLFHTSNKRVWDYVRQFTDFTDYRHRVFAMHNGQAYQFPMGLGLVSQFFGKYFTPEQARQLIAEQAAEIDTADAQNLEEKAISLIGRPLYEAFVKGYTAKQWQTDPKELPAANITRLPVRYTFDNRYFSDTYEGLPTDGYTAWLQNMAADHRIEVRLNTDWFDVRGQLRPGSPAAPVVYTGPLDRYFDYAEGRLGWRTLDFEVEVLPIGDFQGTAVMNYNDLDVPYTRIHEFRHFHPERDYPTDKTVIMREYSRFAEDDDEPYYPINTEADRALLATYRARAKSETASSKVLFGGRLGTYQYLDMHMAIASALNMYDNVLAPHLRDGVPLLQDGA
BioA inh = M. tuberculosis BioA enzyme inhibitors, primary screen, biochemical, plate reader, single point, HTS | 7,8-diaminopelargonic acid synthase BioA (Mycobacterium tuberculosis) | purified M. tuberculosis BioA enzyme | inhibition, % at 9.99 µM | 360,000 compounds, 0.096% hits | AID 602481, 2012; in the data active = inhibition above about 40%; inconclusive = no clear call, values can overlap the other calls
GDH-TPI inh = GDH-TPI coupling enzyme inhibitors, primary screen, artefact control for M. tuberculosis FBA inhibitor project, biochemical, absorbance, full deck; GDH-TPI coupled enzyme counterscreen, NADH absorbance; 360,000 compounds, 1.2% hits; inhibition, % at 4.8 µM; AID 588335, 2011; in the data active = inhibition above about 30%;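 also: 0% = DMSO wells and 100% = wells lacking the enzyme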
BoNT F protease = BoNT/F light chain protease inhibitors, primary screen, biochemical, flow cytometry, MLPCN library | Botulinum neurotoxin type F light chain protease (Clostridium botulinum) | Multiplex microsphere protease cleavage assay | inhibition, % at 10 µM | 360,000 compounds, 0.22% hits | AID 588497, 2011; in the data active = inhibition above about 35%, passing the limit was not always enough; inconclusive = no clear call, values can overlap the other calls; also: plate controls were buffer without enzyme for full effect and enzyme alone for no effect
Rv3671c protease = Rv3671c serine protease inhibitors, primary screen, biochemical, fluorescence polarization, M. tuberculosis H37Rv | 320,000 compounds, 0.048% hits | P9WHR9 | AID 2606, 2010 | inhibition, % at 5.96 µM; in the data active = inhibition above about 38%;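 also: extracellular domain of Rv3671c used as enzyme; 0% = enzyme with DMSO and 100% = no enzyme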
FadD28 binding = inhibitors of FadD28 bisubstrate probe binding, primary screen, biochemical, fluorescence polarization, single point; Mycobacterium tuberculosis FadD28 fatty-acid-AMP ligase; inhibition, % at 12.5 µM; 360,000 compounds, 0.22% hits; AID 588549, 2011; in the data active = inhibition above about 8.5%, passing the limit was not always enough; inconclusive = no clear call, values can overlap the other calls
MazEF act = activators of E. coli MazEF toxin-antitoxin RNase, primary screen, biochemical, fluorescence, uHTS. Endoribonuclease toxin MazF (Escherichia coli (strain K12)), P0AE70. 350,000 compounds, 0.32% hits. FAM/BHQ RNA-DNA oligo cleavage fluorescence, 5 h. AID 504720, 2011. activation, % at 20 µM; in the data active = activation above about 50%
Target sequence (P0AE70 whole entry, looked up): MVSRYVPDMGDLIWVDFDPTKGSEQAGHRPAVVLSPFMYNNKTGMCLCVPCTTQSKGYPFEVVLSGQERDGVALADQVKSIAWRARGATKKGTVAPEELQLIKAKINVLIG
Active calls of the source: *; ? = inconclusive; nt = not tested or not shown.

#	molecule	PrPC TRFRET	FBA Mtb inh	UGM FP inh	BioA inh	GDH-TPI inh	BoNT F protease	Rv3671c protease	FadD28 binding	MazEF act
1	CC1CCN(C2CCN(C(=O)c3ccccc3F)CC2)CC1	0	1	1.8	nt	5	nt	11	-1.1	5
2	CCOc1ccccc1NC(=O)CN1C(=O)COc2ccc(C)cc21	14	0	0.2	-1.6	-6	?	-7	-0.5	4
3	COC(=O)CCNc1n[nH]c(=O)[nH]c1=O	10	1	0.5	-0.5	0	-2	-5	-1.4	-3
4	Cc1cc(F)c(F)c(C(=O)N2CCN(C)CC2)c1Cl	-2	2	1.0	-0.7	9	-30	-3	-1.7	-1
5	CCCCN(CC)Cc1ccc(CNC(=O)Nc2ccc(OCC)cc2)o1	4	1	-0.1	-1.4	1	1	6	-2.9	3
6	COC(=O)c1cn(NC(=O)CCC2CCCC2)c(=O)c2ccccc12	-4	2	2.5	-1.9	9	-18	3	-1.0	2
7	COc1ccc(C2C=C(C34CC5CC(CC(C5)C3)C4)NC(=S)N2)cc1 (stereo unspecified)	-4	-3	1.2	nt	0	0	-4	-3.1	6
8	CC1CC(=O)Nc2ccccc2N1C(=O)CN1C(=O)C(=O)N(C)C1=O (stereo unspecified)	-1	-3	0.6	1.5	1	0	1	-2.2	8
9	O=C(O)CCC(=O)Nc1ccc(NC(=O)c2ccc(Cl)cc2Cl)c(Cl)c1	7	5	0.3	nt	6	8	4	1.1	-20
10	O=C(COC(=O)c1n[nH]c2ccccc12)NC(=O)NC12CC3CC(CC(C3)C1)C2	-2	-2	-3.6	-0.1	-8	2	-8	-4.8	-13
11	Cc1nn(CC(=O)NCc2ccc(Cl)cc2)c(C)c1[N+](=O)[O-]	-4	0	2.3	-1.0	3	-6	-7	-3.9	-3
12	Cc1cc(-n2c(SCC(=O)NCc3cccs3)nc3n[nH]c(C)c3c2=N)ccc1Cl	7	-4	-2.6	nt	5	-1	4	-2.9	32
13	Cc1ccc2c(c1)N(C(=O)CCC(=O)N1CCN(c3ccccn3)CC1)CC(C)O2 (stereo unspecified)	-8	8	0.2	-0.9	6	-6	-3	-4.3	-2
14	COc1ccc(-n2cc(CNCCc3nc(C)cc(C)n3)c(-c3ccccc3Cl)n2)cc1	-4	-2	3.7	-1.0	7	-7	-16	-3.0	7
15	O=c1n(Cc2ccccc2)c2cc(Cl)cnc2n1Cc1ccccc1	-2	13	-1.3	2.1	5	7	5	-5.5	-4
16	CCN(C(=O)CN1C(=O)S/C(=C\c2ccc(F)cc2)C1=O)C1CCS(=O)(=O)C1 (stereo unspecified)	-23	-1	-1.5	-0.5	36*	2	-7	0.5	1
17	Cc1ccc(N2CCN(C(=O)c3ccccc3NC(=O)c3ccccc3C(=O)O)CC2)cc1	-6	7	2.8	nt	11	-14	11	0.3	-6
18	COc1cccc(NC(=O)NC2CCN(CC(=O)Nc3ccccc3[N+](=O)[O-])CC2)c1	-12	-1	0.4	2.8	6	-14	-10	-1.1	4
19	COc1cc(C(=O)NCCCCCCNC(=O)c2cc(OC)c(OC)c(OC)c2)cc(OC)c1OC	-5	1	-0.3	-1.0	-14	?	4	1.1	-1
20	Cc1ccc(N2CC(C)Cn3c2nc2c3c(=O)[nH]c(=O)n2C)cc1C (stereo unspecified)	-2	3	1.5	-1.4	3	-8	12	0.8	-15
21	CSc1ccc(S(=O)(=O)NC2CC3CCC2C3)cc1 (stereo unspecified)	12	0	-0.8	1.6	-3	?	6	0.8	10
22	COCCNc1nnc(SCC(=O)Nc2cc(-c3ccccc3)nn2-c2ccccc2)s1	-5	-2	2.8	nt	1	-17	-6	-1.2	-2
23	CCc1cc2cc(C)c(C)cc2nc1SCC(=O)Nc1cc(C)on1	-1	2	0.4	nt	-1	-4	-1	-0.4	-9
24	Cc1cc(C(=O)COC(=O)c2ccc3c(c2)NC(=O)CS3)c(C)n1CCc1ccc(Cl)cc1	-1	0	4.0	nt	3	0	-10	-0.7	1
25	CCC(=O)N1CCCC(C(=O)c2ccc(-c3ccccc3)cc2)C1 (stereo unspecified)	10	0	-1.7	2.5	5	-6	-1	-1.6	-2

Whole records, quoted from the list. Values in the order: PrPC TRFRET | FBA Mtb inh | UGM FP inh | BioA inh | GDH-TPI inh | BoNT F protease | Rv3671c protease | FadD28 binding | MazEF act
CCC(=O)N1CCCC(C(=O)c2ccc(-c3ccccc3)cc2)C1 (stereo unspecified) across the screens: 10 | 0 | -1.7 | 2.5 | 5 | -6 | -1 | -1.6 | -2
CC1CCN(C2CCN(C(=O)c3ccccc3F)CC2)CC1 across the screens: 0 | 1 | 1.8 | nt | 5 | nt | 11 | -1.1 | 5
COC(=O)c1cn(NC(=O)CCC2CCCC2)c(=O)c2ccccc12 across the screens: -4 | 2 | 2.5 | -1.9 | 9 | -18 | 3 | -1.0 | 2
COc1ccc(C2C=C(C34CC5CC(CC(C5)C3)C4)NC(=S)N2)cc1 (stereo unspecified) across the screens: -4 | -3 | 1.2 | nt | 0 | 0 | -4 | -3.1 | 6

Reprinted, nos. 22 to 25
#	molecule	PrPC TRFRET	FBA Mtb inh	UGM FP inh	BioA inh	GDH-TPI inh	BoNT F protease	Rv3671c protease	FadD28 binding	MazEF act
22	COCCNc1nnc(SCC(=O)Nc2cc(-c3ccccc3)nn2-c2ccccc2)s1	-5	-2	2.8	nt	1	-17	-6	-1.2	-2
23	CCc1cc2cc(C)c(C)cc2nc1SCC(=O)Nc1cc(C)on1	-1	2	0.4	nt	-1	-4	-1	-0.4	-9
24	Cc1cc(C(=O)COC(=O)c2ccc3c(c2)NC(=O)CS3)c(C)n1CCc1ccc(Cl)cc1	-1	0	4.0	nt	3	0	-10	-0.7	1
25	CCC(=O)N1CCCC(C(=O)c2ccc(-c3ccccc3)cc2)C1 (stereo unspecified)	10	0	-1.7	2.5	5	-6	-1	-1.6	-2

Next section:
#	molecule	PrPC TRFRET	FBA Mtb inh	UGM FP inh	BioA inh	GDH-TPI inh	BoNT F protease	Rv3671c protease	FadD28 binding	MazEF act
26	COc1cc(CNC(=O)c2cc(-c3cc(F)ccc3OCC3CCCO3)n[nH]2)cc(OC)c1 (stereo unspecified)	8	-3	nt	-0.2	-6	-3	nt	-8.0	nt
27	Cc1cccc(NC(=O)C2CCN(C(=O)c3ccco3)CC2)c1C	1	6	-2.5	-1.5	7	-9	2	-2.2	-2
28	CS(=O)(=O)N(CC(=O)Nc1ccc(S(=O)(=O)N2CCCC2)cc1)c1ccccc1F	3	2	-0.7	0.4	1	-8	4	-2.2	5
29	COc1ccc(Cl)cc1C(=O)NNC(=O)CSc1nnc2ccccn12	3	5	-0.1	-1.6	2	2	7	-1.3	4
30	COc1ccc(CCC(=O)N2CCCSC2=Nc2ccc(C(C)=O)cc2)cc1	1	0	-0.9	1.8	10	0	1	-2.0	-9
31	Cc1cc(C(=O)OCC(=O)Nc2ccc(S(=O)(=O)N3CCOCC3)cc2)c(C)o1	5	0	3.0	-0.4	-3	-7	6	-5.5	5
32	Oc1c(Cl)cc(Cl)cc1/C=C/c1ccc2cccc(O)c2n1	-5	-6	-1.3	nt	5	-6	-10	-3.6	-9
33	CCN(Cc1ccccc1)S(=O)(=O)c1ccc(C(=O)Nc2nnc(C3CC3)o2)cc1	13	1	0.8	-3.7	6	-18	-9	-3.4	9
34	CC(=O)N1CC(=O)Nc2ccc(F)cc2C1c1ccccc1 (stereo unspecified)	8	-1	-1.5	-0.8	-9	0	6	-0.6	9
35	COc1cc(C(=O)N2Cc3ccccc3-n3nncc3C2)cc(OC)c1OC	1	-1	nt	1.9	8	-8	nt	-2.0	5
36	C/C(=N\NC(=O)COc1ccccc1-c1ccccc1)c1ccccn1	15	-2	2.0	0.4	-1	-2	0	-5.6	-6
37	ClCCN1CCSCC1	-5	-1	nt	-0.7	4	-10	nt	-0.9	3
38	COC(=O)Cc1ccc(OC2(C)CCN(Cc3ccc(-c4ccccn4)cc3)C2)cc1 (stereo unspecified)	8	-2	nt	-2.0	9	0	nt	-1.7	nt
39	Cc1cnc(CN2CCc3c([nH]c4ccccc34)C2CC(C)C)[nH]1 (stereo unspecified)	-13	4	-2.0	nt	8	-8	-8	0.2	-20
40	Cc1cc(C)c(C#N)c(SCc2ccc(F)cc2)n1	-1	0	-1.0	nt	-2	-5	1	-2.3	2
41	CCC(=O)NC(c1cccs1)c1cc(Cl)c2ccccc2c1O (stereo unspecified)	5	39*	4.7	-2.1	-4	-3	-9	-2.3	3
42	Cc1ccc(C(=O)N2CCN(c3ccccc3F)CC2)cc1S(=O)(=O)N1CCOCC1	5	3	-2.4	nt	6	-1	0	-0.8	-15
43	CCOC(=O)N1CCC(Nc2c(NCCCN3CCN(C4CCCCC4)CC3)c(=O)c2=O)CC1	-7	-8	-2.0	nt	-1	-4	3	-2.0	-6
44	CC(=O)N1N=C(c2ccc(C)o2)CC1c1ccc(Br)cc1 (stereo unspecified)	-8	4	-1.8	4.2	19	1	0	-1.1	0
45	CCOc1ccccc1CNC(=O)c1ccc(NC(=O)C2=C(C)OCCS2)cc1	1	-2	-2.3	3.0	6	0	2	-3.4	9
46	O=C1CS/C(=N/N=C/c2ccc(OS(=O)(=O)c3ccccc3)cc2)N1	-6	-3	-0.4	nt	22	-9	2	0.3	-5
47	COc1ccc(CCNC(=O)C2CC(=O)N(c3ccc(Br)cc3)C2)cc1OC (stereo unspecified)	-4	-2	0.7	0.5	2	-2	3	-6.2	-1
48	COc1ccc([N+](=O)[O-])cc1-n1cccc1	0	3	-1.8	nt	5	2	1	-2.4	-5
49	O=C(c1cc(-c2ccncc2)nc2ccccc12)N1CCN(S(=O)(=O)/C=C/c2ccccc2)CC1	-4	0	-5.2	nt	12	4	-9	-2.0	6
50	CN(c1ccc(C(=O)N2CCc3ccccc3C2)cc1)S(C)(=O)=O	-4	0	0.3	24	-1	-31	-2	-2.6	8
51	Cc1ccc(C(C(=O)NC2CCCCC2)N(C(=O)Cc2c[nH]c3ccccc23)c2ccccc2C)o1 (stereo unspecified)	-1	-1	0.8	nt	4	-1	9	-2.4	-5

Assay outcomes as filed in PubChem BioAssay.
